Epigenetic derep: Quantitative High-Throughput Screen for Regulators of Epigenetic Control; hit rate 0.2% among 280,000; Potency, µM (doses to about 53.9 µM), for inactives: at the top dose GFP activation, most hits filed as activators; murine LDR cells, GFP reporter derepression, 30 h; also: % of control where 0% means no effect; nearly all actives have a fitted effect of over 60% in size
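Reporter derepression read as number of fluorescent GFP-positive objects, 20-120 um in size, counted by laser-scanning cytometer. Mouse LDR line with an epigenetically silenced CMV-GFP locus; compound incubation 30 h, 37 C.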
GAA glycogen: qHTS Assay for Inhibitors and Activators of Human alpha-Glucosidase Cleavage of Glycogen; Lysosomal alpha-glucosidase (Homo sapiens), P10253; hit rate 0.38% among 300,000; Potency, µM (top dose mostly 76.4 µM), for the others: at the highest dose activity change, negative = inhibition, most hits filed as inhibitors; recombinant GAA, glycogen substrate, Amplex Red glucose oxidase fluorescence;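 also: 0% = full enzyme reaction and -100% = no-enzyme basal signal; the screen sought inhibitors and activators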
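Recombinant enzyme (4 nM final) with compounds titrated up to 77 uM and bovine liver glycogen (30 ug) in citrate pH 5.0, 0.01% Tween-20, 37 C 40 min. Released glucose detected by Amplex Red/glucose oxidase (Ex 573/Em 610); AC50 from Hill fits.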
Tau fluor cs: Counterscreen qHTS for Inhibitors of Tau Fibril Formation, Fluorescence Polarization; tau K18 P301L Alexa594 fluorescence, heparin fibrillization; Potency, µM (top dose mostly 57.7 µM), without a hit: at the highest dose activity change, negative = decrease; hit rate 0.93% among 280,000; AID 1463, 2008; also: % is scaled to controls: 0 for no effect and ±100 for the full control effect; nearly all actives have a fitted effect of over 55% in size
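Human tau K18 P301L (15 uM unlabeled, 0.24 uM Alexa 594-labeled) in 100 mM sodium acetate pH 7 with 20 uM heparin, 6 hr at 37 C. ThT 30 uM added, 1 hr ambient; Alexa 594 FP and total fluorescence read at 555/632 nm.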
* hit, by the source's call; [ ] = dose if it differs, or a comment. Calls follow the shape of the dose curve; as a rule, active = well fitted curve in the direction sought with a large enough effect; inconclusive = small, poorly fitted or top-dose-only effect, or another doubt; inactive = no such curve, though single readings can be large; an effect the other way counts as inactive or inconclusive. Potency is read from the fitted curve at half-maximal effect. Not all compounds are listed; count on the stated rates, not on these rows.

Screening Cc1ccc(NC(=O)C(=O)NCC(c2cccnc2)N2CCN(C)CC2)cc1 (centres undefined) returned Epigenetic derep 0.0%, GAA glycogen -4%[76.3 µM] and Tau fluor cs -15%.
`Cc1ccc(NC(=O)c2oc3ccc4c(c3c2C)C(=O)CC(C)(C)O4)c(C)c1` gave Epigenetic derep -1.7%, GAA glycogen -8%[76.3 µM] and Tau fluor cs -14%.
For Cc1cccc2c1-c1sc(C(=O)N(C)c3cccc(Cl)c3)cc1CO2 the results were Epigenetic derep 0.0%, GAA glycogen -12%[76.3 µM] and Tau fluor cs inconclusive.
Screening CCCn1c(SCc2nc(-c3ccccc3C)no2)nnc1-c1ccc(Cl)cc1 returned Epigenetic derep -0.8%, GAA glycogen 7%[76.3 µM] and Tau fluor cs -11%.
`O=C(c1ccccc1F)N1c2ncnn2C2(CCCCC2)[C@@H]2CCCC[C@@H]21` gave Epigenetic derep -1.6%, GAA glycogen -3%[76.3 µM] and Tau fluor cs -5%.
O=C(c1cc(-c2ccc(Cl)cc2)n[nH]1)N1CCN(S(=O)(=O)c2ccc(Br)s2)CC1 was read as Epigenetic derep 9.5%, GAA glycogen 15%[76.3 µM] and Tau fluor cs 3%.
Screening CCOC(=O)c1[nH]c2c(c1Cc1ccccc1C)C(=O)CC(c1ccccc1)C2 (centres undefined) returned Epigenetic derep 1.5%, GAA glycogen 13%[76.3 µM] and Tau fluor cs -22%.
For CCCCN(CC)CCCNC(=O)c1cn(C)c(=O)c2c1c1ccccc1n2C the results were Epigenetic derep -1.8%, GAA glycogen -1% and Tau fluor cs -7%.
Screening Cc1cc(N2CCC(C)CC2)nc2ccc(NC(=O)/C=C/c3cccc(Cl)c3)cc12 returned Epigenetic derep 3.5%, GAA glycogen -9%[76.3 µM] and Tau fluor cs 14µM*[quencher].
Screening Cc1c(NC(=O)c2cc(-c3cccc(O)c3)on2)c(=O)n(-c2ccccc2)n1C returned Epigenetic derep -1.6%, GAA glycogen -12%[76.3 µM] and Tau fluor cs -17%.

The last 3 compounds of the part before open the next one:
For CCCCN(CC)CCCNC(=O)c1cn(C)c(=O)c2c1c1ccccc1n2C the results were Epigenetic derep -1.8%, GAA glycogen -1% and Tau fluor cs -7%.
Screening Cc1cc(N2CCC(C)CC2)nc2ccc(NC(=O)/C=C/c3cccc(Cl)c3)cc12 returned Epigenetic derep 3.5%, GAA glycogen -9%[76.3 µM] and Tau fluor cs 14µM*[quencher].
Screening Cc1c(NC(=O)c2cc(-c3cccc(O)c3)on2)c(=O)n(-c2ccccc2)n1C returned Epigenetic derep -1.6%, GAA glycogen -12%[76.3 µM] and Tau fluor cs -17%.
COC(=O)c1ccc(NC(=O)c2cc(=O)c3ccc(C)cc3o2)cc1 was read as Epigenetic derep 2.1%, GAA glycogen -4%[76.3 µM] and Tau fluor cs -21%.
Screening CC1=C(C(N)=O)C(c2ccc(F)cc2)n2nc(-c3ccc(N(C)C)cc3)nc2N1 (centres undefined) returned Epigenetic derep 2.1%, GAA glycogen -4%[76.3 µM] and Tau fluor cs inconclusive.
For CCc1cccc(C)c1NC(=O)CCCn1c(C)c2cnn(-c3ccccc3)c(=O)c2c1C the results were Epigenetic derep 8.4%, GAA glycogen 9%[76.3 µM] and Tau fluor cs -9%.
Screening Cc1nc2nc(C)c(CCC(=O)NCc3ccccc3)c(C)n2n1 returned Epigenetic derep 0.8%, GAA glycogen 2%[76.3 µM] and Tau fluor cs -7%.
For COc1ccc(CCNC(=O)CN2C(=O)COc3ccc(S(=O)(=O)N4CCCC4)cc32)cc1OC the results were Epigenetic derep 0.9%, GAA glycogen 5%[76.3 µM] and Tau fluor cs -9%.
Screening CCCCCn1c(=O)[nH]c2cc(C(=O)NCCN(C)CCCC)ccc2c1=O returned Epigenetic derep -0.3%, GAA glycogen 17%[76.3 µM] and Tau fluor cs -25%.
`CC1CCCCN1C(=O)CSc1c2c(nc3cc(Cl)ccc13)CCCC2` (centres undefined) gave Epigenetic derep -1.4%, GAA glycogen -4%[76.3 µM] and Tau fluor cs 3%.
`CCOc1ccc(CCNC(=O)Cn2nnc(-c3ccc(C(F)(F)F)cc3)n2)cc1OCC` gave Epigenetic derep 3.8%, GAA glycogen 3%[76.3 µM] and Tau fluor cs inconclusive.
O=C(CCn1c(=O)c2sccc2n(CC(=O)Nc2ccccc2)c1=O)NCc1ccccc1Cl was read as Epigenetic derep -0.9%, GAA glycogen -10%[76.3 µM] and Tau fluor cs -10%.
Screening COc1ccc(C(=O)Nc2cc(C)c(O)c(-c3nc4ccccc4s3)c2)cc1OC returned Epigenetic derep 3.2%, GAA glycogen -13%[76.3 µM] and Tau fluor cs inconclusive.
For CCCc1nc(SC)ncc1C(=O)N1CCN(c2ccc(Cl)cc2)CC1 the results were Epigenetic derep -0.4%, GAA glycogen -11%[76.3 µM] and Tau fluor cs -14%.
`CCOc1ccc(NC(=O)CC2C(=O)N(c3ccccc3)C(=O)N2Cc2ccc3c(c2)OCO3)cc1` (centres undefined) gave Epigenetic derep 1.5%, GAA glycogen 3%[76.3 µM] and Tau fluor cs -19%.
`COc1ccccc1CNC(=O)CSc1ncc2c(n1)-c1ccccc1N(Cc1ccc(C)cc1)S2(=O)=O` gave Epigenetic derep 18%, GAA glycogen 7%[76.3 µM] and Tau fluor cs -14%.
Screening N#C/C(=C\c1cccc(F)c1)c1nc(-c2cc3c(ccc4ccccc43)oc2=O)cs1 returned Epigenetic derep 0.8%, GAA glycogen 14%[76.3 µM] and Tau fluor cs -28%.
`CCOc1ccc(CNC(=O)CCn2c(=O)c3cccn3c3ccc(F)cc32)cc1` gave Epigenetic derep 0.0%, GAA glycogen 14%[76.3 µM] and Tau fluor cs 2%.
`COc1ccccc1C(=O)Nc1ccc2nc(SCC(=O)N3CCCC3)sc2c1` gave Epigenetic derep 11%, GAA glycogen 3%[76.3 µM] and Tau fluor cs -7%.
For Cc1ccc(N(C)C(=O)C2CCCN(c3ncnc4c3nc3n4CCCCC3)C2)cc1C (centres undefined) the results were Epigenetic derep -1.2%, GAA glycogen -5%[76.3 µM] and Tau fluor cs 1%.
Fc1ccc(-c2nc(Nc3cccc(C(F)(F)F)c3)nc3c2COc2ccccc2-3)cc1 was read as Epigenetic derep 3.2%, GAA glycogen -21%[76.3 µM] and Tau fluor cs -29%.
For CCOc1ccc(OCC)c(NC(=O)C2CCCN(S(=O)(=O)c3ccc4c(c3)oc(=O)n4C)C2)c1 (centres undefined) the results were Epigenetic derep 3.1%, GAA glycogen -5%[76.3 µM] and Tau fluor cs -14%.
CCc1nn(CC(=O)NCc2ccc(C)cc2)c(=O)c2cc3occc3n12 was read as Epigenetic derep -3.2%, GAA glycogen 23%[76.3 µM] and Tau fluor cs 7%.

Overlap with the part before: 2 compounds; new compounds follow.
For CCOc1ccc(OCC)c(NC(=O)C2CCCN(S(=O)(=O)c3ccc4c(c3)oc(=O)n4C)C2)c1 (centres undefined) the results were Epigenetic derep 3.1%, GAA glycogen -5%[76.3 µM] and Tau fluor cs -14%.
CCc1nn(CC(=O)NCc2ccc(C)cc2)c(=O)c2cc3occc3n12 was read as Epigenetic derep -3.2%, GAA glycogen 23%[76.3 µM] and Tau fluor cs 7%.
For CCn1c(C(=O)Nc2ccccc2C(=O)OC)cc2sc(Cl)cc21 the results were Epigenetic derep 0.8%, GAA glycogen 17%[76.3 µM] and Tau fluor cs 2%.
Screening COCCCNC(=O)c1ccc(Cn2c(SCc3cccc(C)c3)nc3cccnc32)cc1 returned Epigenetic derep -0.4%, GAA glycogen 10%[76.3 µM] and Tau fluor cs -14%.
`Cc1cccc(N(CC(=O)NCc2ccccc2)S(C)(=O)=O)c1C` gave Epigenetic derep -2.1%, GAA glycogen -3%[76.3 µM] and Tau fluor cs -1%.
`Cc1ccc(CNC(=O)C(CC(C)C)NS(=O)(=O)c2ccc3c(c2)oc(=O)n3C)cc1` (centres undefined) gave Epigenetic derep -1.1%, GAA glycogen -4%[76.3 µM] and Tau fluor cs -4%.
For O=C(COCc1cc(-c2ccc3c(c2)OCO3)on1)Nc1cccc(O)c1 the results were Epigenetic derep 0.0%, GAA glycogen -9%[76.3 µM] and Tau fluor cs -21%.
`CCOC(=O)N1CCC(NC(=O)c2ccc3c(c2)N(Cc2ccc(Cl)cc2)C(=O)c2ccccc2S3(=O)=O)CC1` gave Epigenetic derep -0.3%, GAA glycogen -15%[76.3 µM] and Tau fluor cs -11%.
For CC1CCc2c(sc(NC(=O)c3cc4nc(-c5ccc(Cl)cc5)cc(C(F)(F)F)n4n3)c2C#N)C1 (centres undefined) the results were Epigenetic derep 0.0%, GAA glycogen -11%[76.3 µM] and Tau fluor cs -10%.
O=C1CC(c2cccc(F)c2)c2c(n3ncnc3[nH]c2=O)N1 (centres undefined) was read as Epigenetic derep -1.1%, GAA glycogen -15%[76.3 µM] and Tau fluor cs -11%.
`Cn1c(=O)c2c(-c3ccc(Cl)cc3)n(Cc3ccccc3)cc2n(C)c1=O` gave Epigenetic derep 0.0%, GAA glycogen 5%[76.3 µM] and Tau fluor cs -17%.
COc1ccccc1CNC(=O)c1c(O)nc2c(C)cccn2c1=O was read as Epigenetic derep 0.0%, GAA glycogen 15%[76.3 µM] and Tau fluor cs -7%.
Screening COc1ccccc1NC(=O)c1oc2ccccc2c1NC(=O)Cc1ccccc1 returned Epigenetic derep 4.4%, GAA glycogen -1%[76.3 µM] and Tau fluor cs -19%.
CCCCN1CC(c2nc3ccccc3n2CCCCOc2ccc(C)c(C)c2)CC1=O (centres undefined) was read as Epigenetic derep -4.5%, GAA glycogen -3%[76.3 µM] and Tau fluor cs 2%.
`Cc1ccccc1CC1C(=O)Nc2ccc(Br)cc21` (centres undefined) gave Epigenetic derep -1.6%, GAA glycogen 12%[76.3 µM] and Tau fluor cs inconclusive.
Screening Cc1nc2ccc(S(=O)(=O)N(C)CC(=O)Nc3cccc(C(F)(F)F)c3)cc2s1 returned Epigenetic derep 11%, GAA glycogen -4%[76.3 µM] and Tau fluor cs -16%.
Screening CCC(=O)N(CCC(c1ccccc1)c1ccc2c(c1)OCO2)Cc1ccc(OC(C)C)cc1 (centres undefined) returned Epigenetic derep 0.3%, GAA glycogen 6%[76.3 µM] and Tau fluor cs -18%.
Screening O=C(COCc1cc(-c2ccc(F)cc2)on1)Nc1cccc(Cl)c1Cl returned Epigenetic derep 0.0%, GAA glycogen 15%[76.3 µM] and Tau fluor cs -16%.
Screening CCc1cccc(NC(=O)C(Cc2ccccc2)NS(=O)(=O)c2ccc3c(c2)oc(=O)n3C)c1 (centres undefined) returned Epigenetic derep -1.1%, GAA glycogen -1%[76.3 µM] and Tau fluor cs -19%.
Screening O=C(NCCCN1CCN(c2ccccc2)CC1)c1cc2c(s1)-c1ccccc1OC2 returned Epigenetic derep 0.2%, GAA glycogen -8%[76.3 µM] and Tau fluor cs inconclusive.
For CC1CCN(S(=O)(=O)c2cn(CC(=O)Nc3ccc(F)c(Cl)c3)c(=O)c3ccccc23)CC1 the results were Epigenetic derep 10%, GAA glycogen -13%[76.3 µM] and Tau fluor cs inconclusive.
CCN(C(=O)c1cc2c(Cl)nc3ccccc3c2s1)c1cccc(Cl)c1 was read as Epigenetic derep 2.2%, GAA glycogen 16%[76.3 µM] and Tau fluor cs -11%.
`Cc1nc2ccc(S(=O)(=O)CCC(=O)Nc3ccc(C(C)C)cc3)cc2s1` gave Epigenetic derep -1.5%, GAA glycogen 14%[76.3 µM] and Tau fluor cs -10%.
Screening O=C(Nc1ccc(F)c(Cl)c1)N1CCC2(CC1)Oc1ccccc1C(=O)N2Cc1ccccc1F returned Epigenetic derep 0.0%, GAA glycogen -10%[76.3 µM] and Tau fluor cs -15%.
Screening O=C(Cn1c(-c2cccs2)cc2ccccc21)NCCCN1CCN(c2ccccc2F)CC1 returned Epigenetic derep -0.2%, GAA glycogen -9%[76.3 µM] and Tau fluor cs inconclusive.

Screening results (PubChem BioAssay)
